Screens from PubChem.
Cycloheximide cs: affects cycloheximide protein synthesis inhibition readout, counter-screen | cell reporter, cycloheximide protein synthesis inhibition counterscreen | max response, % | 300,000 compounds, 12% hits; in the data active means max response mostly above about 13%, no sharp cut-off; inactive means mostly below about 14%; further: read at 38.3 µM for the half of the compounds with a filed dose; 0% is about no effect
Sm TGR block: S. mansoni TGR enzyme inhibition. Q962Y6. purified TGR, DTNB reduction, TNB absorbance 405 nm. Potency, µM (series often up to 114 µM), without a hit: top-dose activity change, negative = inhibition, actives largely listed as inhibitors. 360,000 compounds, 3% hits. AID 485364; further: potency means the concentration at half of the fitted maximal effect; on the % scale 0 is the no-effect control and ±100 the full control effect; nearly all actives have a fitted effect of over 60% in size
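TGR 20 nM + NADPH 100 uM (dispensed conc.), cpd preinc 15 min RT; start with NADPH (500 uM addition) then DTNB (15 mM addition). Kinetic TNB absorbance, 405 nm filter. Four-parameter Hill fit across titration.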
Giardia FBPA inh: Giardia lamblia aldolase inhibition | AID 2451 | Potency, µM (doses to about 59.6 µM), without a hit: at the top dose activity, negative = inhibition, actives largely listed as inhibitors | purified Giardia FBPA | A8B2U2 | 290,000 compounds, 0.71% hits; further: potency means the concentration at half of the fitted maximal effect; on the % scale 0 is the no-effect control and ±100 the full control effect; nearly all actives have a fitted effect of over 55% in size
Target sequence (A8B2U2 whole entry, looked up): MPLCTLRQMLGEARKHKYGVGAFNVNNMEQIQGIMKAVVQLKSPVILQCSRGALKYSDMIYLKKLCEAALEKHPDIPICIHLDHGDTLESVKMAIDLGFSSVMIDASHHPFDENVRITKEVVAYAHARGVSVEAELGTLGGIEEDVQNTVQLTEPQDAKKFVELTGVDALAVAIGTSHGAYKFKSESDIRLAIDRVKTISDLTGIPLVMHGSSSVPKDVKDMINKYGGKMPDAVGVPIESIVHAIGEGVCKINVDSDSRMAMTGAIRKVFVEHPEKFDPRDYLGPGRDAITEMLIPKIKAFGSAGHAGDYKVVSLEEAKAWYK
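Giardia FBPA (40 nM reagent) was preincubated 10 min at RT with compound (up to 57.5 uM final), then substrate plus GAPDH/TPI/NAD/arsenate coupling system with diaphorase/resazurin was added; resorufin fluorescence (525/598 nm) was read after 20 min.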
Shiga toxin inh: Shiga toxin inhibition; inhibition, % at 38.7 µM; 290,000 compounds, 9.2% hits; Vero cells, Shiga toxin protein synthesis inhibition reporter; AID 2315; in the data active means inhibition mostly above about 28%, no sharp cut-off; inactive means mostly below about 43%; further: 0% is about no effect
Pf growth 48h: inhibits P. falciparum growth in the first generation, 48 h; P. falciparum luciferase growth in erythrocytes, 48 h; Potency, µM (titrated, usually from 28.7 µM), for the others: at the highest dose activity change, negative = inhibition, most hits filed as inhibitors; 310,000 compounds, 5.9% hits; further: potency means the concentration at half of the fitted maximal effect; on the % scale 0 is the no-effect control and ±100 the full control effect
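Erythrocytes infected with P. falciparum carrying an integrated firefly luciferase reporter (2% hematocrit, 0.1% parasitemia final) were exposed to compounds in RPMI 1640 with 0.5% Albumax at 37 C, 5% CO2. Growth inhibition was scored as reduced luminescence.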
Pf growth 96h: inhibits malaria parasite growth, 96 h | Potency, µM (top dose mostly 28.7 µM), inactives show at the highest dose activity change, negative = inhibition, actives largely listed as inhibitors | P. falciparum luciferase reporter growth, 96 h | 320,000 compounds, 6.9% hits | AID 504834; further: potency means the concentration at half of the fitted maximal effect; on the % scale 0 is the no-effect control and ±100 the full control effect
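Erythrocytes infected with luciferase-expressing P. falciparum were dispensed at 2% hematocrit and 0.05% parasitemia (final), then incubated with compounds 96 hours at 37 C in 5% CO2. Luminescence after detection reagent addition reported growth.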
Active calls of the source: *; i = inactive; ? = inconclusive; nt = no result given; & = joins results of further samples; [ ] = remark or other dose. Unless noted, the call rests on the fitted dose curve; in most records, active means well fitted curve in the direction sought with a large enough effect; inconclusive means small, poorly fitted or top-dose-only effect, or another doubt; inactive means no such curve, though single readings can be large; an effect the other way counts as inactive or inconclusive.

Field names – A = Cycloheximide cs; B = Sm TGR block; C = Giardia FBPA inh; D = Shiga toxin inh; E = Pf growth 48h; F = Pf growth 96h
Cc1ccc(-c2nnc(SCC(=O)Nc3ccc4c(c3)OCCO4)n2N)cc1
  A = -1	B = 8%	C = 2%	D = -8	E = 8%	F = 10µM*
Cc1cc(C)nc(N2N=C(CSc3ccc(Cl)cc3)CC2=O)n1
  A = -2	B = 4%	C = 1%	D = -15	E = 3%	F = -55%
COc1cccc(C(=O)N2CCN(C(=O)c3cccs3)CC2)c1OC
  A = 15	B = -6%	C = -2%	D = 87	E = 5%	F = nt
CCOc1nc2c(c(=O)n(C)c(=O)n2C)n1Cc1ccccc1Cl
  A = -4	B = -32%	C = -1%	D = -8	E = ?	F = -29%
CCCC(=O)Nc1ccc(N2CCN(C(=O)CCC)CC2)cc1
  A = -3	B = 0%	C = -7%	D = 9	E = 17%	F = 19%
COc1ccc2c3c(cccc13)C(=O)CC2
  A = 8	B = -16%	C = 18%	D = -7	E = 33%[activator]	F = 34%
COc1ccc(NC(C)C(=O)N/N=C/c2c(O)ccc3ccccc23)cc1 (stereo not drawn)
  A = 0	B = -19%	C = -6%	D = -5	E = ?	F = -9%
Cc1ccc2c(c1)N(C(=O)CCC(=O)NC1CCCCCC1)CC(C)O2 (stereo not drawn)
  A = -1	B = 1%	C = -4%	D = 9	E = -22%	F = 6%
O=C(CSc1nnc(NC(=O)c2ccco2)s1)Nc1ccc(F)cc1F
  A = -5	B = -11%	C = nt	D = -8	E = 0%	F = 3%
CCOC(=O)c1cn2nc(Oc3ccc(C)cc3)ccc2n1
  A = 43*	B = 1%	C = 5%	D = 98*	E = ?	F = -3%
COc1ccccc1N(Cc1ccccc1)S(=O)(=O)c1cccc(C(=O)Nc2ccc(C)cn2)c1
  A = nt	B = 10%	C = nt	D = nt	E = 4.1µM*	F = 1.9µM*
CC(=O)NC(=S)Nc1ccc(NC(=O)c2cccnc2)cc1
  A = 1	B = -20%	C = 0%	D = 25	E = 24%	F = 75%[activator]
COc1ccc(OC)c(/C=N/N(C)c2ccccc2)c1
  A = 36*	B = 0%	C = -6%	D = 39	E = nt	F = nt
COc1cccc(/C=N/NC(=S)Nc2cccc(S(=O)(=O)N(C)C)c2)c1
  A = 11	B = 9%	C = 1%	D = 24	E = ?	F = 3%
CCOC(=O)CC1C(=O)NCCN1C(=O)Nc1ccc(Cl)cc1 (stereo not drawn)
  A = 2	B = 6%	C = 3%	D = -1	E = -3%	F = 0%
CCOc1ccc(OCCOc2ncnc3ccccc23)cc1
  A = 41*	B = -31%	C = 0%	D = 68	E = 18%	F = 63%[activator]
Cc1c(C(=O)N(Cc2nnc(-c3ccccc3Cl)o2)C2CC2)oc2ccccc12
  A = nt	B = -10%	C = nt	D = nt	E = ?	F = -25%
Cn1ccc(C(=O)Nc2cccnc2Cl)n1
  A = 10	B = 0%	C = -4%	D = 23	E = 3%	F = 58%[activator]
Cc1ccc(OCc2cc(C(=O)N3CCCCCCC3)no2)cc1C
  A = 20*	B = -3%	C = nt	D = 38*	E = 14%	F = 1.7µM*
CC(C)NC(=O)Cn1c(SCC(=O)NC2CCCC2)nc2ccccc21
  A = 0	B = 1%	C = 3%	D = -6	E = -15%	F = 5%
O=C(Nc1ccc(F)c(Cl)c1)C1CCCCC1
  A = nt	B = -19%	C = nt	D = nt	E = 9%	F = -9%
Cc1c(C(=O)N(C)C)c2ccc(Cl)cc2n1O
  A = -1	B = 2%	C = -2%	D = 4	E = -7%	F = -6%
CC(=O)c1cccc(NC(=O)COc2cc3oc(=O)c(CC(C)O)c(C)c3cc2Cl)c1 (stereo not drawn)
  A = -3	B = -6%	C = 4%	D = -6	E = ?	F = 10µM*
COc1cc(OC)cc(C(=O)N2CCN(C3CCN(Cc4ccccc4)CC3)CC2)c1
  A = -7	B = -2%	C = ?	D = -4	E = nt	F = ?
O=C(NCc1ccc(F)cc1)C1CCCN(S(=O)(=O)c2cccnc2)C1 (stereo not drawn)
  A = -5	B = 5%	C = 1%	D = 7	E = 67%[activator]	F = 47%[activator]

Continued; the last 6 above are carried over.
Field names – A = Cycloheximide cs; B = Sm TGR block; C = Giardia FBPA inh; D = Shiga toxin inh; E = Pf growth 48h; F = Pf growth 96h
CC(C)NC(=O)Cn1c(SCC(=O)NC2CCCC2)nc2ccccc21
  A = 0	B = 1%	C = 3%	D = -6	E = -15%	F = 5%
O=C(Nc1ccc(F)c(Cl)c1)C1CCCCC1
  A = nt	B = -19%	C = nt	D = nt	E = 9%	F = -9%
Cc1c(C(=O)N(C)C)c2ccc(Cl)cc2n1O
  A = -1	B = 2%	C = -2%	D = 4	E = -7%	F = -6%
CC(=O)c1cccc(NC(=O)COc2cc3oc(=O)c(CC(C)O)c(C)c3cc2Cl)c1 (stereo not drawn)
  A = -3	B = -6%	C = 4%	D = -6	E = ?	F = 10µM*
COc1cc(OC)cc(C(=O)N2CCN(C3CCN(Cc4ccccc4)CC3)CC2)c1
  A = -7	B = -2%	C = ?	D = -4	E = nt	F = ?
O=C(NCc1ccc(F)cc1)C1CCCN(S(=O)(=O)c2cccnc2)C1 (stereo not drawn)
  A = -5	B = 5%	C = 1%	D = 7	E = 67%[activator]	F = 47%[activator]
O=C(Cc1ccc(Cl)cc1)N/N=C1\CCCc2ccccc21
  A = -4	B = 0%	C = 2%	D = 29	E = -3%	F = 60%[activator]
CN1CCN(C(=O)c2ccc(-n3cccn3)nc2)CC1
  A = 4	B = 1%	C = -1%	D = -2	E = i	F = 69%[activator]
Cc1ccc(S(=O)(=O)N2CCN(C(=O)c3nn(C(C)C)c(=O)c4ccccc34)CC2)cc1C
  A = -5	B = 9%	C = 0%	D = -13	E = -10%	F = nt
CCOc1ccc2nnnn2n1
  A = -3	B = 3%	C = 7%	D = -6	E = -1%	F = -12%
CC(=O)c1cc(C)ccc1OC(=O)c1cccc2nc(C)oc12
  A = 0	B = -2%	C = 0%	D = -13	E = 10%	F = ?
CC(C)(C)C(=O)OCC(=O)C1CCC2C3CCC4=CC(=O)CCC4(C)C3CCC12C (stereo not drawn)
  A = -2	B = nt	C = 5%	D = -1	E = -19%	F = ?
CN1CCc2nc(N)c(C#N)c(-c3ccccc3)c2C1
  A = -1	B = -7%	C = -5%	D = -6	E = -6%	F = 2%
Cn1cccc1/C=N/NC(=O)Cc1ccccc1
  A = 11	B = -11%	C = 2%	D = 21	E = 5%	F = ?
CCN(CC)Cc1c(O)c(Cl)cc2c3c(c(=O)oc12)CCCC3
  A = 5	B = 0%	C = -16%	D = -14	E = -18%	F = 42%[activator]
O=C(COc1ccc(Br)cc1)N1CCN(Cc2ccncc2)CC1
  A = -2	B = 7%	C = -17%	D = -20	E = 2%	F = 0%
COc1cccc(NC(=O)N2CCCC2)c1
  A = 27	B = 5%	C = -4%	D = 54*	E = 78%[activator]	F = 20%
CCOC(=O)C(CC)n1cnc2c(nnn2-c2ccc(OC)cc2)c1=O (stereo not drawn)
  A = -4	B = 7%	C = 3%	D = -8	E = 14%	F = 47%[activator]
Cc1cccc(C(=O)N2CCC(=O)N([C@H](COCc3cccc(Cl)c3)Cc3ccccc3)CC2)c1
  A = 5	B = nt	C = 1%	D = -14	E = nt	F = nt
S=c1[nH]nc(-c2ccccc2)c2ccccc12
  A = -1	B = nt	C = 4%	D = -7	E = 3%	F = -6%
NC(=O)C1(N2CCCCC2)CCN(C2CC(=O)N(Cc3cccs3)C2=O)CC1 (stereo not drawn)
  A = -2	B = 50µM*	C = 5%	D = 17	E = 24%	F = nt
Cc1[nH]n2c(=O)c3c(nc2c1-c1ccc(Cl)cc1)CCC3
  A = -3	B = -25%	C = -3%	D = -24	E = 4%	F = -17%
CCC(c1nnnn1Cc1cccs1)N1CCN(C(=O)c2ccco2)CC1 (stereo not drawn)
  A = 1	B = -11%[57.1 µM]	C = 2%	D = 25	E = 5%	F = 23%
Cc1cc(C(=O)N/N=C/c2cccnc2)cs1
  A = 14	B = -1%	C = 1%	D = 19	E = 30%[activator]	F = -23%
CC(C)(C)NC(=O)Nc1ccc(Br)cc1
  A = 39*	B = 15%	C = -5%	D = 83*	E = 169%[activator]	F = 9%
O=C(CN1CCN(C(=O)c2ccco2)CC1)Nc1c2c(nc3c1CCC3)CCCC2
  A = 1	B = 2%	C = ?	D = -5	E = ?	F = 9%
CCOC(=O)C1=NN(C(=O)Nc2ccc(OC)cc2)C2C(=O)N(c3cccc(C(F)(F)F)c3)C(=O)C12 (stereo not drawn)
  A = 0	B = -2%	C = 2%	D = -5	E = -3%	F = 6%
CCOc1ncccc1C(=O)Nc1cc(C(F)(F)F)ccc1N1CCOCC1
  A = nt	B = -8%	C = nt	D = nt	E = -24%	F = -30%
COC(=O)c1ccc(C2/C(=C(\O)c3ccc4c(c3)OCCO4)C(=O)C(=O)N2CCCN2CCOCC2)cc1 (stereo not drawn)
  A = -3	B = -27%	C = nt	D = -3	E = -10%	F = -17%
CN(Cc1ccccc1)C(=O)N[C@@H](Cc1ccccc1)C(=O)O
  A = -2	B = 1%	C = 4%	D = -6	E = 13%	F = -3%
Cc1cc(NC(=O)Cn2cc([N+](=O)[O-])cn2)no1
  A = -4	B = -10%	C = -6%	D = 13	E = 3%[5.75 µM]	F = 4%[5.75 µM]
CCCCC(=Nc1ccccc1OC)C1=C(O)CC(c2ccccc2)CC1=O (stereo not drawn)
  A = 5	B = 2%	C = 6%	D = -7	E = -14%	F = ?
Cc1cccc(C(=O)N2CCCCCC2)c1
  A = -1	B = -8%	C = 1%	D = -7	E = nt	F = ?
CNC(=O)Nc1ccc(C2SCCS2)cc1
  A = 17*	B = 16%	C = -4%	D = 27	E = 53%[activator]	F = 43%[activator]
COc1cc2c(cc1OC)C(c1cccc(C)c1)CC(=O)N2 (stereo not drawn)
  A = 3	B = 2%	C = 2%	D = 16	E = ?	F = ?
C/C(=N\NC(=O)c1n[nH]c2c1CCC2)c1ccco1
  A = 26*	B = 9%	C = 2%	D = 27	E = 126%[activator]	F = 119%[activator]
CN(C(=O)CCOc1ccccc1)c1c(N)n(Cc2ccccc2)c(=O)[nH]c1=O
  A = nt	B = 3%	C = nt	D = nt	E = 3%	F = 21%
Cc1ccc(C(C(=O)NCC2CCCO2)N(Cc2ccccc2)C(=O)c2ccc(-c3ccccc3)[nH]2)o1 (stereo not drawn)
  A = 5	B = -8%	C = -4%	D = 11	E = 8.3µM*	F = ?
Nc1nc(SCc2ccccc2Cl)n[nH]1
  A = -2	B = -1%	C = -6%	D = 0	E = nt	F = 154%[activator]
CN1C2CCC1/C(=C/c1ccccn1)C(=O)/C2=C\c1ccccn1
  A = -6	B = -25%	C = -10%	D = -8	E = 0.66µM*	F = 0.47µM*
Cc1ccc(C(=O)N/C(=C/c2ccco2)C(=O)NCc2ccco2)cc1
  A = 9	B = 40µM*	C = 1%	D = 39	E = 13%	F = 0%
O=S(=O)(NCCCN1CCOCC1)c1ccc2c(c1)OCCO2
  A = -3	B = 0%	C = 2%	D = -16	E = 18%	F = 10µM*
Cc1ccn2cc(-c3ccc4c(c3)NC(=O)CO4)nc2c1
  A = 32	B = -6%	C = ?	D = 75*	E = 313%[activator]	F = 182%[activator]
O=C(Nc1ccc(S(=O)(=O)Nc2ncccn2)cc1)c1ccccc1Cl
  A = 0	B = -3%&5%	C = -20%	D = 38	E = 220%[activator]	F = -14%
Cc1ccc(S(=O)(=O)N2[C@@H](c3ccc(Cl)cc3)C(C(=O)O)=CC[C@H]2c2ccc(Cl)c(Cl)c2)cc1
  A = nt	B = -19%	C = nt	D = nt	E = ?	F = ?
CC(C)C(=O)Nc1ccc(C(=O)NNC(=O)NC2CCCCC2)cc1
  A = -3	B = 7%	C = 12%	D = -11	E = 0%	F = ?
